Screening data from PubChem BioAssay.
CDK5 inh = inhibitors of human CDK5/p35 kinase, primary screen, biochemical, single concentration. Cyclin-dependent kinase 5 (Homo sapiens) + Cyclin-dependent kinase 5 activator 1 (Homo …. Recombinant CDK5/p35, ADP-Glo luminescence, 60 min. inhibition, % at 10 µM. 330,000 tested, 0.01% active;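 active = highest replicate inhibition of at least 50% and at least 75% of replicates reaching 50%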;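 also: plate controls were DMSO neutral control for no effect and GW8510 at 10 µM for full effect; many of its hits are not listed in these tables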
Target sequence (Q00535 whole entry, looked up): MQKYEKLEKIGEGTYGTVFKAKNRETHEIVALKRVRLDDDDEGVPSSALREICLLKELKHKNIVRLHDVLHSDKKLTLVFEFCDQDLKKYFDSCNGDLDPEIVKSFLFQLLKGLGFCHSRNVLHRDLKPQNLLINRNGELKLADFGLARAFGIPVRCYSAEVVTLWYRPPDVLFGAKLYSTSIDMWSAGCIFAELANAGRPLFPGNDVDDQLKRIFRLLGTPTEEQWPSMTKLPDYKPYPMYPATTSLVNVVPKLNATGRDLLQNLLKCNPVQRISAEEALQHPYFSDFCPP
Target sequence (Q15078 whole entry, looked up): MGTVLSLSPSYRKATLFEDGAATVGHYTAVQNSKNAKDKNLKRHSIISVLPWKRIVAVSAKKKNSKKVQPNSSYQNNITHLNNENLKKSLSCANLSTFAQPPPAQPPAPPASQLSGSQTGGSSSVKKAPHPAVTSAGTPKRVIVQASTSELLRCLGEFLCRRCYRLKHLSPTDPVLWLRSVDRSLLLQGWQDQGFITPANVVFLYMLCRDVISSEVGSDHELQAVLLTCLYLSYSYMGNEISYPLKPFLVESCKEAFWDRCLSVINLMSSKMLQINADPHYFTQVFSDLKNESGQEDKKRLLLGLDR
dFosB activator = activators of delta FosB homodimer, primary screen, biochemical, fluorescence polarization, TAMRA-CDK5 oligo, single point; Protein FosB (Mus musculus), P13346; purified delta FosB; percent of positive-control signal above neutral wells; activation, % at 25 µM; 340,000 tested, 0.99% active;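 active = mean activation above about 17%, with every replicate also reaching it, limit read from the data, passing the limit was not always enough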;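 also: fluorescence polarization rise as delta FosB binds a TAMRA Cdk5 AP-1 oligo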
Target sequence (P13346 whole entry, looked up): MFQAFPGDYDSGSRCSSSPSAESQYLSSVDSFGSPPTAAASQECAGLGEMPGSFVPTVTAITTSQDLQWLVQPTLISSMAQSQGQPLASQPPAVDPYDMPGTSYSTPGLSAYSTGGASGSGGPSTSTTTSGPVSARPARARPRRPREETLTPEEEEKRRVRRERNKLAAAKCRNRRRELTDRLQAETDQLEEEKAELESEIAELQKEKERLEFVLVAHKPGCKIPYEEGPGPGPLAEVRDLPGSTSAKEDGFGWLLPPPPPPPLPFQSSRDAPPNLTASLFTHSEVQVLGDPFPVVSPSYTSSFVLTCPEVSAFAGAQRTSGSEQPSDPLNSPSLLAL
HTR5A ag ctr = HTR5A agonists in luminescence cell assay, primary screen, counter-screen for OPRM1-OPRD1 heterodimer agonist project, full-deck HTS | 340,000 tested, 0.61% active | cell-based | activation, % at 9.3 µM | 5-hydroxytryptamine receptor 5A (Homo sapiens), P47898; in the data active = activation mostly above about 9.5%, no sharp cut-off; inactive = mostly below about 7.6%;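 also: 0% = cells with vehicle only and 100% = reference agonist; strong numbers were not always called active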
HTR5A inv ag = HTR5A inverse agonists in luminescence cell assay, primary screen, counter-screen for OPRM1-OPRD1 heterodimer inverse agonist project, full-deck HTS; HTR5A cell line, inverse agonism; 340,000 tested, 0.083% active; inhibition, % at 9.3 µM; in the data active = inhibition mostly above about 23%, no sharp cut-off; inactive = mostly below about 18%;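 also: 0% = cells with DMSO and 100% = no-cell wells with DMSO; some compounds called inactive have numbers as strong as hits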
Wnt bcat act = Wnt/beta-catenin pathway activators, primary screen, cell-based, plate reader, single point; Wnt/beta-catenin reporter cell assay, activator; activation, % at 9.35 µM; 300,000 tested, 1.2% active; in the data active = activation above about 30%, passing the limit was not always enough;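 also: 0% = neutral control wells and 100% = positive control wells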
V-ATPase pH = regulators of yeast V-ATPase proton pumping, primary screen, pHLuorin cytosolic pH fluorescence. response, % at 10 µM. 350,000 tested, 0.37% active. S. cerevisiae. AID 504577, 2011; in the data active = response mostly above about 7.3%, no sharp cut-off; inactive = mostly below about 5.4%; also: actives read high; inactives centre near 0; some compounds called inactive have numbers as strong as hits; reference of the scale not given here
MITF act = activators of MITF-driven TRPM1 promoter reporter, primary screen, cell-based, SK-MEL-5, luciferase, single point; SK-MEL-5 TRPM1-promoter luciferase, 24 h; % of positive control, neutral wells = 0; activation, % at 12.5 µM; 300,000 tested, 0.75% active; AID 588334, 2011;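 active = mean activation of at least 80% with every replicate also reaching 80%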;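 also: 0% = neutral control wells and 100% = parthenolide positive control wells; values of inactives mirror those of a sister screen read the other way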
SR-BI DiI inh = inhibitors of SR-BI mediated HDL lipid uptake, primary screen, ldlA[mSR-BI] cells, fluorescence, single point. ldlA[mSR-BI] CHO cells, DiI-HDL uptake fluorescence, 3 h. inhibition, % at 12.5 µM. 320,000 tested, 0.96% active. AID 488896, 2010;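 active = mean replicate inhibition of at least 70% and a set share of replicates each scoring 70 or more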;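 also: 0% = median of neutral control wells and 100% = median of positive control wells; values of inactives mirror those of a sister screen read the other way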
NSD2 HMT inh = NSD2 histone methyltransferase inhibitors, primary screen, biochemical, AlphaScreen, single concentration, set 2. Histone-lysine N-methyltransferase NSD2 (Homo sapiens), O96028. NSD2 peptide methylation, 120 min. inhibition, % at 12.5 µM. 310,000 tested, 0.54% active; in the data active = inhibition above about 50%
PvdQ acylase = P. aeruginosa PvdQ acylase inhibitors, primary screen, biochemical, fluorescence, plate reader and imaging, single point. PvdQ acylase [Pseudomonas aeruginosa LESB58]. purified PvdQ acylase. inhibition, % at 10 µM. 340,000 tested, 0.063% active; in the data active = inhibition above about 30%, passing the limit was not always enough;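 also: 0% = vehicle neutral wells and 100% = reference inhibitor wells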
The depositor's hits bear a star; · = no result given; & = joins results of further samples.

Below each compound: CDK5 inh	dFosB activator	HTR5A ag ctr	HTR5A inv ag	Wnt bcat act	V-ATPase pH	MITF act	SR-BI DiI inh	NSD2 HMT inh	PvdQ acylase
CCOc1ccc(/C=C2/SC(=S)N(n3c(C)ccc3C)C2=O)cc1
 : 3.4	-4.0	4.7	-12.7	-0.9	3.0	4.2	51.5	4.1	-6.5
CCNC(=O)c1c(N)sc2c1CCCCC2
 : ·	·	·	·	0.3	·	·	-9.4	4.6	-8.0
O=C(CCNC(=O)c1ccco1)Nc1ccccc1
 : 1.2	-7.0	2.4	-6.3	2.8	0.4	2.8	·	·	3.7
O=C(Nc1ccccc1)OCCNC1CCCCC1
 : -1.3	3.9	1.1	-4.2	-4.4	-1.9	-0.1	-11.8	-0.6	-12.1
Cn1c(=O)n(C)c2cc(NC(=O)c3ccc(F)cc3)c(Br)cc21
 : 0.5	-1.7	-2.4	8.7	-2.5	0.1	5.1	12.1	-1.6	-15.4
CCc1oc2ccccc2c1C(=O)c1cc(Br)c(O)c(Br)c1
 : 1.9	-4.9	-3.6	9.3	-1.4	-7.5	2.2	-3.9&-1.1	·	-0.7&5.1
COC(=O)C(C)Oc1ccc(Cl)c(CN2OCC(C)(C)C2=O)c1 (centres undefined)
 : -1.1	-2.0	5.2	1.0	0.0	-1.9	-6.9	-5.5	-1.3	-6.7
O=C(C1CCC(=O)N(C2CC2)C1)N1CCC(Oc2cccc(C(F)(F)F)c2)CC1 (centres undefined)
 : -1.3	0.5	5.7	3.1	0.7	-2.4	24.6	-5.5	-0.6	-13.9
CCN(N=Nc1cccc([N+](=O)[O-])c1)c1cccc([N+](=O)[O-])c1
 : -1.3	-0.3	-0.1	-44.4	·	-1.4	5.4	3.1	-5.7	-3.9
COC(=O)c1ccccc1NC(=O)c1cc(C2CC2)on1
 : -2.5	-15.6	5.8	-17.5	6.5	1.7	-13.4	38.1	·	-24.0
CCCCCCCCSc1nnc(-c2ccc(OC)cc2)o1
 : -0.1	1.6	0.0	0.1	-1.4	-1.2	-20.5	·	45.0	-0.1
O=C(NCc1ccccc1)c1ccccc1C(=O)c1ncc[nH]1
 : -2.1	4.3	-1.1	3.1	-8.6	-1.3	4.8	-21.8	-3.2	1.3
CC(C(=O)Nc1ccccc1Oc1ccccc1)c1ccccc1 (centres undefined)
 : -3.5	-4.8	1.7	-8.8	-3.0	-3.5	7.2	-0.9	-4.8	-6.6
O=C(c1cc(F)ccc1F)C1CCCN(C(=O)c2ccc(F)cc2Cl)C1 (centres undefined)
 : 1.3	-2.3	-4.0	10.0	-2.0	-1.8	-3.2	-13.8	-0.9	-1.4
Cc1ccc(S(=O)(=O)c2cc3cc(Br)ccc3oc2=O)cc1
 : -1.2	-1.3	4.1	-3.8	·	-10.6	0.2	-7.1	-1.4	7.4
CCCS(=O)(=O)N1CCC(C(=O)N2CCCC2)CC1
 : -0.6	-3.9	-0.9	-4.1	·	2.9	19.2	-16.1	-1.9	5.5
O=C(OCC1OC(Oc2ccc(O)cc2)C(O)C(O)C1O)c1ccccc1 (centres undefined)
 : -0.5	4.1	2.4	-1.0	-1.3	-1.8	3.6	-1.4	·	-4.4
COc1ccc(CNC(=O)CCCn2ccc3cc(S(=O)(=O)N4CCCC4)ccc32)cc1
 : -0.6	-10.8	-1.1	1.4	-3.5	6.1	-17.8	5.4	-1.1	14.5
O=C(CNC(=S)N(CCCN1CCOCC1)Cc1cccs1)NC1CCCC1
 : -0.4	-15.9	1.1	-3.0	-0.2	-5.3	7.3	-0.3	-2.8	-8.9
O=[N+]([O-])c1ccc(S(=O)(=O)CC2CSc3nc4ccccc4n32)cc1 (centres undefined)
 : -0.1	-3.6	6.9	-30.2	·	-11.3	-11.0	-11.5	1.0	12.2
O=C(COc1ccc2ccc(=O)oc2c1)NCCCn1ccnc1
 : 1.1	0.5	-1.7	15.3	-2.6	4.5	-6.1	-23.7	3.4	-14.8
Cc1cccc(C(=O)N[C@H](C(=O)OCC(=O)NC2CCS(=O)(=O)C2)C(C)C)c1 (some centres undefined)
 : 0.2	2.5	0.3	14.6	·	4.1	-3.4	6.0	-2.8	5.5
O=C(NCCC1=CCCCC1)C1CCC(CNc2c(N3CCCC3)c(=O)c2=O)CC1 (centres undefined)
 : 1.6	-6.0	4.5	-17.8	-1.7	1.1	1.3	·	0.2	-9.2
C=CCn1cc(F)c(=O)n(CC=C)c1=O
 : 1.8	-7.1	-2.3	6.2	-0.2	0.3	-8.0	-15.8	1.0	-8.4
CC(=O)Nc1ccc(S(=O)(=O)Oc2ccc(C(=S)N3CCCCC3)cc2)cc1
 : ·	-3.4	1.4	3.2	-3.4	-3.0	-1.8	-24.5	-0.3	-7.1
COc1ccc(CC(=O)OCC(=O)c2ccc[nH]2)cc1
 : -6.1	-7.4	3.4	-4.9	2.0	2.9	14.7	-13.5	0.6	-10.7
COCC1CCN(C(=O)c2cc(COc3ccccc3SC)on2)C1 (centres undefined)
 : 0.7	-4.8	4.7	8.1	2.9	-4.6	17.1	12.5	-0.8	1.3
CCOC(=O)c1oc2ccc(S(=O)(=O)n3nc(-c4ccc(Cl)cc4)cc3N)cc2c1C
 : -1.5	-7.3	-7.7	22.4	-2.8	-4.8	·	21.0	·	-1.8
N#C/C(=C\c1ccc(O)c([N+](=O)[O-])c1)C(=O)NCc1ccccc1
 : 4.1	0.2	-5.5	13.0	47.3*	0.8	-9.9	·	23.0	4.2
Cc1ccc(OCC(=O)Nc2ccc(S(=O)(=O)Nc3ccccn3)cc2)c(C)c1
 : -0.1	-2.8	-0.8	2.1	·	-1.7	-1.3	-8.2	1.0	-2.7

Single records, from the list above:
`CCOC(=O)c1oc2ccc(S(=O)(=O)n3nc(-c4ccc(Cl)cc4)cc3N)cc2c1C` across the screens: CDK5 inh: -1.5; dFosB activator: -7.3; HTR5A ag ctr: -7.7; HTR5A inv ag: 22.4; Wnt bcat act: -2.8; V-ATPase pH: -4.8; MITF act: ·; SR-BI DiI inh: 21.0; NSD2 HMT inh: ·; PvdQ acylase: -1.8
`Cc1ccc(OCC(=O)Nc2ccc(S(=O)(=O)Nc3ccccn3)cc2)c(C)c1` across the screens: CDK5 inh: -0.1; dFosB activator: -2.8; HTR5A ag ctr: -0.8; HTR5A inv ag: 2.1; Wnt bcat act: ·; V-ATPase pH: -1.7; MITF act: -1.3; SR-BI DiI inh: -8.2; NSD2 HMT inh: 1.0; PvdQ acylase: -2.7

(cont.)
Below each compound: CDK5 inh	dFosB activator	HTR5A ag ctr	HTR5A inv ag	Wnt bcat act	V-ATPase pH	MITF act	SR-BI DiI inh	NSD2 HMT inh	PvdQ acylase
Cc1cc(C)cc(OCC(=O)NNC(=O)c2cc3ccccc3o2)c1
 : 0.9	-5.7	-3.8	9.1	-3.5	-0.2	1.3	-3.8	-3.2	-13.9
O=C(O)c1ccc(N2C(=O)CC(SC(=Nc3ccccc3)Nc3ccccc3)C2=O)cc1 (centres undefined)
 : -0.6	0.8	8.5	-22.8	-1.4	0.5	-2.6	-24.6	-3.5	-1.1
CCN1C(=O)[C@H]2[C@@H](c3ccc(-c4ccc(F)cc4)c(OC)c3)N3CCCC[C@@]3(C(=O)OC)[C@H]2C1=O
 : -7.1	-6.8	4.5	-10.7	-3.0	-0.2	0.0	-1.2	·	-19.6
COc1cc(C2(c3ccc(O)c(OC)c3)C(=O)N(C)c3ccc(Br)cc32)ccc1O
 : -0.1	-5.4	-2.5	-3.1	-0.1	-5.1	-1.8	3.2	0.8	-5.6
Cc1ccc(C2CC(c3ccc(F)cc3)Nc3nc(N)nn32)cc1 (centres undefined)
 : 0.5	5.1	-2.0	5.6	-3.8	0.3	12.4	-16.5	·	9.6
O=C(c1ccc(OCC2CCCO2)cc1)N1CCN(S(=O)(=O)c2cccc(F)c2)CC1 (centres undefined)
 : -0.3	0.5	2.4	-6.6	-2.7	10.0	1.0	-15.4	3.1	6.2
Cc1ccc(C(=O)c2c3ccccc3[n+]([O-])n2CCC(=O)O)cc1
 : 1.3	11.3	-3.5	8.9	10.3	4.8	-4.6	-9.7	·	0.8
Cn1c(=O)c2cc(S(=O)(=O)NCCC(=O)Nc3ccc(Cl)cc3)ccc2n(C)c1=O
 : 0.2	-18.5	1.9	6.8	·	10.9	-7.6	-4.4	-3.9	-17.6
CC(c1ccon1)N(C)Cc1cn[nH]c1-c1ccc(F)cc1F (centres undefined)
 : 2.7	1.9	-0.6	-20.0	0.3	1.8	-4.3	·	·	-8.5
O=C(CN1CCN(c2ccccc2)CC1)Nc1ccc2c(c1)CCC2
 : -2.9	-8.2	-3.8	5.4	3.7	·	14.0	-16.0	-0.4	-9.3
O=C(Cn1nnc(-c2ccccc2)n1)NCc1ccco1
 : 2.1	9.9	3.5	-5.6	·	2.6	7.7	-11.1	-1.4	-15.8
O=C(NCC(=O)N1CCCC(C(F)(F)F)C1)c1ccccc1F (centres undefined)
 : 0.0	-2.6	-1.0	17.0	27.7	3.9	16.7	-37.7	24.8	-8.6
CC(C)n1cc(/C=C(\C#N)S(=O)(=O)c2ccccc2)c2ccccc21
 : -0.5	1.7	-0.9	4.9	-2.9	-2.9	6.3	29.3	-2.2	-6.2
CCOc1c2ccc(C(=O)NCc3ccc4c(c3)OCO4)cc2nn1CC
 : -1.0	1.5	-4.4	12.8	-0.6	7.3	·	-11.1	·	-4.0
CCN(C(=O)COc1cc(=O)n(CC)c2ccccc12)c1cc(Cl)ccc1OC
 : -2.1	-18.5	1.5	-4.2	1.4	-0.1	-12.6	35.4	·	-9.4
O=C1COc2ccc(NC(=O)c3ccccc3C(=O)O)cc2N1
 : 1.5	-5.3	2.3	-8.6	0.3	-2.5	5.7	·	-1.8	9.4
Cc1cc(C)n2c(SCc3c(C)noc3C)nnc2n1
 : -4.1	0.7	-0.8	7.4	·	-0.1	-19.2	7.9	-1.1	-6.9

Single values from the list:
O=C1COc2ccc(NC(=O)c3ccccc3C(=O)O)cc2N1 in HTR5A inv ag is listed with -8.6
O=C(NCC(=O)N1CCCC(C(F)(F)F)C1)c1ccccc1F (centres undefined) in MITF act is listed with 16.7
COc1cc(C2(c3ccc(O)c(OC)c3)C(=O)N(C)c3ccc(Br)cc32)ccc1O in NSD2 HMT inh is listed with 0.8
